From PubChem
AI-2 QS modul: Vibrio harveyi AI-2 quorum sensing modulation | Vibrio harveyi JMH597 AI-2 luminescence/OD600 ratio, 9 h; hits give low values; strain lacks LuxN and CqsS sensors; 0 = neutral-control median | activity change, % at 7.5 µM | hit rate 0.4% among 300,000; in the data active = activity change below about -75%, passing the limit was not always enough;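 also: luminescence divided by OD600 gain over 9 h not by final OD600 alone; inactives centre near 13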
PolyA inh: yeast polyadenylation inhibition | S. cerevisiae SKY197-pL101 polyadenylation reporter, beta-gal luminescence; efflux-impaired pdr1/pdr3 knockout yeast; score 100 = 6 SD above DMSO | hit rate 0.02% among 300,000 | calls only at 12 µM | AID 1875;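 active = lowest replicate activity score at least 50, where 100 means six control SD above control mean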;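 also: yeast exposed to compound for 9 h at 30 °C; higher score means more reporter readthrough which indicates perturbed polyadenylation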
TRPC4 potent: allosterically enhances the mouse TRPC4 cation channel; HEK293 TRPC4beta/mu-opioid, DAMGO EC20, Fluo-4 Ca2+ flux; hits give high values; Q9QUQ5; B-score at 10 µM; AID 2227; hit rate 0.42% among 310,000;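 active = B-score of calcium response area above 5 SD of library B-scores, with initial fluorescence ratio within 5 SD of library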;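 also: B-score of integrated fluorescence ratio over time as area under calcium response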
Target sequence (Q9QUQ5 whole entry, looked up): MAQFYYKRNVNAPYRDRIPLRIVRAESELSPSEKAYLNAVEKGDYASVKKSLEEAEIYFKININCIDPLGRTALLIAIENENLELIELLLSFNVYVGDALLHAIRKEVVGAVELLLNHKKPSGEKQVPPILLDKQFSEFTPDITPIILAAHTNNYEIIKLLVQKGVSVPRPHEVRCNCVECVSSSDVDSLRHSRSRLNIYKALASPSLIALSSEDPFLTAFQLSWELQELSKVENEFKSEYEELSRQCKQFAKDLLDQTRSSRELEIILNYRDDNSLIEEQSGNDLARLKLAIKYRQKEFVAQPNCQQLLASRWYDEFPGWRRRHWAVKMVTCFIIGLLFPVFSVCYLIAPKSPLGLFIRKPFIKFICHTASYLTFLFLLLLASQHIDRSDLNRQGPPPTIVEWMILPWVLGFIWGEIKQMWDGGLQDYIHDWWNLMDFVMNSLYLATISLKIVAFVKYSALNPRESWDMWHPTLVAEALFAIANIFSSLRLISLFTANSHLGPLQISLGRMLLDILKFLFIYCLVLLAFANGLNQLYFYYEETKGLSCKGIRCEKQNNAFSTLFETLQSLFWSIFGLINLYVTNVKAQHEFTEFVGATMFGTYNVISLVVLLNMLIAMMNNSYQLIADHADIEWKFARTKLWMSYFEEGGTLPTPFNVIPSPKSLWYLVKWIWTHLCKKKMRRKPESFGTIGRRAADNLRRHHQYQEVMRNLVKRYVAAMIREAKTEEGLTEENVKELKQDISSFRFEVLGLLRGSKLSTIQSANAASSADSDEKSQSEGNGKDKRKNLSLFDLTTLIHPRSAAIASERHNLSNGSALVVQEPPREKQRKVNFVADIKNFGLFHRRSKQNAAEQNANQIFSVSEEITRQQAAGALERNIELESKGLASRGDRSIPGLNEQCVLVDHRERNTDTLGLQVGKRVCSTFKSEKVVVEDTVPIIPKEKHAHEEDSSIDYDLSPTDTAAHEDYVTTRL
HIF activator: HIF pathway transcriptional activation; U2OS HRE-luciferase reporter, luminescence; normalized: DMSO 0%, desferrioxamine 100%; activation, % at 7.5 µM (by protocol); hit rate 0.32% among 300,000;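 active = mean activation of at least 10% of the iron chelator positive control signal, with at least half of replicates also reaching 10%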
MrgX1 ag: human MrgX1 receptor agonism, primary screen. hit rate 0.44% among 310,000. AID 588627. B-score at 10 µM. MrgX1-HEK293 cells, Fluo-4 calcium fluorescence, agonist mode; hits give high values. Q96LB2;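 active = calcium response B-score plate-corrected fluorescence ratio at least 3 library SD, with starting fluorescence B-score inside 5 SD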
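Assay system: MrgX1-expressing HEK293 cells / Amount: fifteen thousand cells per well / Doses: test compound in the initial addition of three / Timing: cells plated overnight, dye loaded 0.5 h 37 °C, 0.5 h room temperature / Technique: kinetic calcium dye fluorescence, Fluo-4 NW / Control set: positive and negative controls per plate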
TRPC6 inh: inhibitors of mouse TRPC6 channel. Q61143. HEK293-TRPC6, membrane potential dye, ACh-evoked depolarization; hits give low values. B-score at 10 µM. hit rate 1.1% among 310,000. AID 2553;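 active = B-score under library mean minus 3 SD, initial fluorescence not abnormally high, positive integrated signal ratio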;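 also: B-score derived from integrated fluorescence ratio over the kinetic read; more negative B-score means stronger inhibition of depolarization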
MrgX1 antagonist: blocks BAM8-22 activation of human MrgX1 receptor; Q96LB2; MRGX1-HEK293 calcium flux, Fluo-4, BAM8-22 antagonism; hits give low values; B-score at 10 µM; hit rate 1.3% among 310,000;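 active = calcium-response B-score plate-corrected more than 3 library SD below zero, starting fluorescence within 5 deviations, no agonist response on first addition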;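 also: peak minus trough fluorescence over baseline after final BAM8-22 challenge near maximal dose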
TRPC6 activator: activates the mouse TRPC6 cation channel; Q61143; HEK293-TRPC6 membrane potential dye fluorescence; hits give high values; B-score at 10 µM; hit rate 0.13% among 310,000;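 active = B-score of the integrated fluorescence ratio above library mean plus 3 SD, and starting fluorescence ratio within library mean plus 5 SD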;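 also: higher score means more depolarization so channel activation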
TRPC4 block: blocks the mouse TRPC4 cation channel; Q9QUQ5; HEK293 TRPC4beta/mu-opioid, DAMGO-evoked Fluo4 calcium flux; hits give low values; B-score at 10 µM; hit rate 0.39% among 300,000; AID 2247;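 active = B-score over 3 SD under the library average, no early fluorescence shift, positive overall ratio signal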
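System: stable TRPC4beta/mu-opioid receptor HEK293 cells; Dosing: single-point compound dosing; Measured by: Fluo4 Ca2+ flux fluorescence; Read-out basis: per-well B score of integrated baseline-normalized Fluo4 ratio.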
MrgX1 PAM: allosterically activates human MrgX1 receptor signaling. Q96LB2. MrgX1-HEK293, Fluo-4 calcium flux, FDSS; hits give high values. B-score at 10 µM. hit rate 0.63% among 310,000. AID 588675;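 active = plate-corrected calcium response at least 3 library SD above typical, normal starting fluorescence, not activating the receptor alone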;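 also: compound read alongside a low EC10 to EC30 dose of BAM8-22 agonist; peak minus trough fluorescence over baseline measured at the second addition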
TRPC4 agonist: activators of mouse TRPC4 channel; Q9QUQ5; B-score at 10 µM; hit rate 0.49% among 310,000; HEK293 TRPC4beta/mu-opioid, Fluo4 calcium fluorescence; hits give high values;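 active = B-score above 5 SD of library B-scores, and initial fluorescence ratio not above library mean plus 5 SD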;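 also: positive B-score marks a calcium rise read as TRPC4 activation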
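Technique: kinetic Fluo4 calcium fluorescence; Test system: TRPC4beta and mu-opioid receptor HEK293 stable cells; Measure: B-scored integrated calcium fluorescence ratio; Benchmarks: low control buffer alone, high control maximal DAMGO; Schedule: 45 min room-temperature Fluo4 loading, 110 s read.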
Active calls of the source: *; i = inactive; nt = no result given. Only part of the results is shown; rates above refer to the full screens.

canonical_smiles,AI-2 QS modul,PolyA inh,TRPC4 potent,HIF activator,MrgX1 ag,TRPC6 inh,MrgX1 antagonist,TRPC6 activator,TRPC4 block,MrgX1 PAM,TRPC4 agonist
Cc1nc2ccccc2c(=O)n1NC(=O)c1ccccc1Cl,-1,i,i,-0.2,i,i,i,i,i,i,i
O=C(CSc1ccc2nnc(-c3cccnc3)n2n1)Nc1cccc(F)c1,7,i,i,0.2,i,i,i,i,i,i,i
CC(NC(=O)c1cccc(Cl)c1)C1CC2CCC1C2 (configuration not stated),9,i,i,0.1,i,i,i,i,i,i,i
C=CCc1c(C)nc(SCC(N)=O)[nH]c1=O,-2,i,i,-0.1,i,i,i,i,i,i,i
CC(=O)c1sc(Nc2ccccn2)nc1C,7,i,i,1.3,i,i,i,i,i,i,i
Cc1cccc(C)c1NC(=O)CN(C)C(=O)CC1OC(=O)c2ccccc21 (configuration not stated),10,i,i,-0.4,i,i,i,i,i,i,i
Cc1cccc(NC(=S)Nc2ccc(Oc3ccccc3)cc2)n1,24,i,i,0.5,i,i,i,i,i,i,i
O=C(CSc1nnc(-c2ccco2)n1Cc1ccccc1)NC(=O)NCc1ccco1,16,i,i,-0.4,i,i,i,i,i,i,i

The listing continues:
canonical_smiles,AI-2 QS modul,PolyA inh,TRPC4 potent,HIF activator,MrgX1 ag,TRPC6 inh,MrgX1 antagonist,TRPC6 activator,TRPC4 block,MrgX1 PAM,TRPC4 agonist
Cc1ccc(-c2cc(C(=O)N/N=C/c3ccco3)[nH]n2)cc1,18,i,i,1.3,i,i,i,i,i,i,i
Cn1nccc1C(=O)N1CCCC(C(=O)c2ccc(Oc3ccccc3)cc2)C1 (configuration not stated),-3,i,i,-0.2,i,i,i,i,i,i,i
N#Cc1ccccc1CSCCNC(=O)Cc1c(F)cccc1Cl,22,i,i,0.2,i,i,i,i,i,i,i
O=C(CSc1nc2ccccc2c(=O)n1-c1ccc(F)cc1F)Nc1ccc2c(c1)CCC2,14,i,i,-0.4,i,i,i,i,i,i,i
COc1cc(C)c(Cl)cc1S(=O)(=O)NCc1ccco1,15,i,i,0.4,i,i,i,i,i,i,i
Cc1ccc(O)c(C(=O)/C=C/c2ccc3c(c2)OCCCO3)c1,22,i,i,2.7,i,i,i,i,i,i,i
CC(C)(Oc1ccc(Cl)cc1)C(=O)NCCN1C(=O)S/C(=C/c2cccnc2)C1=O,9,i,i,-0.4,i,i,i,i,i,i,i
COc1cc(NC(=O)c2cc(OC)c(OC)c(OC)c2)c(OC)cc1NC(=O)CN1CCCCC1,33,i,i,-0.1,i,i,i,i,i,i,i

Next part:
canonical_smiles,AI-2 QS modul,PolyA inh,TRPC4 potent,HIF activator,MrgX1 ag,TRPC6 inh,MrgX1 antagonist,TRPC6 activator,TRPC4 block,MrgX1 PAM,TRPC4 agonist
Cc1ccc(NC(=O)COc2ccc(/C=C3/NC(=O)NC3=O)cc2)cc1,25,i,i,-0.8,i,i,i,i,i,i,i
Cc1cccc(OCC(=O)NCCCNC(=O)c2ccc(C)nc2)c1,1,i,i,0.0,i,i,i,i,i,i,i
O=C(c1cc(COc2ccc(F)cc2Cl)on1)N1CCCC(c2ccccc2)C1 (configuration not stated),34,i,i,-0.2,i,i,i,i,i,i,i
CN1C2C=C(N(CCc3c[nH]c4ccccc34)C(=O)c3ccc(Cl)cc3)CC1CC2 (configuration not stated),17,i,i,0.5,i,i,i,i,-6*,i,88*
CC(=O)c1ccc(NC(=O)N2CCc3ccccc3C2)cc1,29,i,i,2.5,i,i,i,i,i,i,i
C[N+](C)(C)CC(=O)N/N=C/c1c2ccccc2cc2ccccc12,0,i,i,2.6,i,i,i,i,i,i,i
O=C(COC(=O)CCS(=O)(=O)c1ccccc1)Nc1cc(S(=O)(=O)N2CCCCC2)ccc1Cl,16,i,i,-0.4,i,i,i,i,i,i,i
O=C1CC(NCCN2CCOCC2)C(=O)N1Cc1ccc(N2CCCC2=O)cc1 (configuration not stated),9,i,i,0.3,i,i,i,i,i,i,i

New compounds follow.
canonical_smiles,AI-2 QS modul,PolyA inh,TRPC4 potent,HIF activator,MrgX1 ag,TRPC6 inh,MrgX1 antagonist,TRPC6 activator,TRPC4 block,MrgX1 PAM,TRPC4 agonist
O=C(O)c1cc2cc(OCc3ccccc3)ccc2[nH]1,7,i,i,-0.8,i,i,i,i,i,i,i
CCC(=O)Oc1ccc2c(c1)O/C(=C\c1ccco1)C2=O,31,i,i,0.3,i,i,i,i,i,i,i
CCOC(=O)c1cc2c3ccccc3n(CC)c2nc1N,8,i,i,-0.1,i,i,-5.8*,i,i,i,i
COc1ccccc1CCNC(=O)c1cccc(S(=O)(=O)NCc2ccccc2)c1,62,i,i,-1.8,i,i,i,i,i,i,i
COc1ccc(S(=O)(=O)NC2CC(=O)N(c3ccc(C)c(C)c3)C2)cc1C (configuration not stated),0,i,i,-0.2,i,i,i,i,i,i,i
O=C(NCCc1ccccc1)c1ccc2nc3cc(Cl)ccc3c(=O)n2c1,14,i,i,0.2,i,i,i,i,i,i,i
COc1ccc(OCC(=O)Nc2ccc3c(c2)OCO3)cc1,13,i,i,0.2,i,i,i,i,i,i,i
NC1CCCCC1N=Cc1c(O)n(CCc2ccc(F)cc2)c(=O)[nH]c1=O (configuration not stated),22,i,i,-0.5,nt,i,nt,i,i,nt,i

Other results follow.
canonical_smiles,AI-2 QS modul,PolyA inh,TRPC4 potent,HIF activator,MrgX1 ag,TRPC6 inh,MrgX1 antagonist,TRPC6 activator,TRPC4 block,MrgX1 PAM,TRPC4 agonist
CCC(C)Sc1nc2c(c(=O)[nH]c(=O)n2C)n1Cc1ccccc1Cl (configuration not stated),31,i,i,0.0,i,i,i,i,i,i,i
O=C(CSc1ccc2nnc(-c3ccccn3)n2n1)N1CCN(c2ccccc2)CC1,26,i,i,-0.5,i,i,i,i,i,i,i
CCOC(=O)N1CCN(C(=O)c2ccc(N(Cc3ccccc3Cl)S(C)(=O)=O)cc2)CC1,-1,i,i,-1.5,i,i,i,i,i,i,i
O=C(N/N=C/c1c(Cl)nc2ccccn2c1=O)c1cccnc1,11,i,i,0.7,i,i,i,i,i,i,i
CN(CC(=O)O)S(=O)(=O)/C=C/c1ccccc1,16,i,i,-0.1,i,i,i,i,i,i,i
Cc1ccc(OCCCCN2CCc3ccccc3C2)cc1,-8,nt,i,0.8,i,i,i,i,i,i,i
COc1ccc(OC)c(N(CC(=O)Nc2ccccc2C(=O)NCc2ccco2)S(C)(=O)=O)c1,-4,i,i,0.1,i,i,i,i,i,i,i
O=C1CCc2ccc(OCCCCN3CCN(c4cccc(Cl)c4Cl)CC3)cc2N1,20,i,i,-0.5,i,i,i,i,i,i,i

Remaining list, next part.
canonical_smiles,AI-2 QS modul,PolyA inh,TRPC4 potent,HIF activator,MrgX1 ag,TRPC6 inh,MrgX1 antagonist,TRPC6 activator,TRPC4 block,MrgX1 PAM,TRPC4 agonist
CCOCCCNc1ccc(N2C(=O)CCCC2=O)cc1[N+](=O)[O-],2,i,i,-0.7,i,i,i,i,i,i,i
O=c1[nH]nc(CNc2ccc(C(F)(F)F)cc2)c2ccccc12,5,i,i,0.2,i,i,i,i,i,i,i
COc1ccc(C(=O)C2CCCN(C(=O)c3ccnn3C)C2)cc1OC (configuration not stated),1,i,i,-0.3,i,i,i,i,i,i,i
CCN(CC)S(=O)(=O)c1ccc2c(c1)c(=O)c(C(=O)NCCN(C)CCc1ccccc1)cn2C,33,i,i,0.0,i,-5.4*,i,i,i,i,i
COc1ccc(CCNc2nc(N3CCOCC3)nc(N3CCOCC3)n2)cc1OC,9,i,i,-1.8,i,i,-5.9*,i,i,i,i
CC(C)(C)c1ccc2c(c1)N(CC(=O)O)C(=O)CO2,11,i,i,-0.4,i,i,i,i,i,i,i
COc1cc(OC)cc(Oc2ccc(S(=O)(=O)N3CCCCC3)cc2[N+](=O)[O-])c1,32,i,i,-0.6,i,i,i,i,i,i,i
COc1ccc(/C=C/c2nc(N)nc(-c3ccccc3O)n2)cc1,9,i,i,1.7,i,i,i,i,i,i,i

(next part)
canonical_smiles,AI-2 QS modul,PolyA inh,TRPC4 potent,HIF activator,MrgX1 ag,TRPC6 inh,MrgX1 antagonist,TRPC6 activator,TRPC4 block,MrgX1 PAM,TRPC4 agonist
Cc1noc(C)c1COc1ccc(CC(=O)NC2CCCCCC2)cc1,13,i,i,-0.7,i,i,i,i,i,i,i
CCCC(=O)Nc1cccc(-c2nc3ccccc3c(=O)o2)c1,20,i,i,-0.1,i,i,i,i,i,i,i
Cn1c(=O)c2c(nc(NN=C3CCCCC3)n2C)n(C)c1=O,0,i,i,-0.1,i,i,i,i,i,i,i
Cc1nnc(NC2=NCCCCC2)o1,2,i,i,-0.1,i,i,i,i,i,i,i
NC(=O)C1=C[C@H](c2coc3ccccc3c2=O)C[C@H](OCc2ccc(CO)cc2)O1,15,i,i,0.5,i,i,i,i,i,i,i
O=C(CSc1nc2ncc(Cl)cc2[nH]1)Nc1cccc(F)c1,-17,i,i,nt,i,i,i,i,i,i,i
CC(=O)Nc1ccc(NC(=O)C2CCN(c3c(Cc4ccccc4)c(C)nc4ncnn34)CC2)cc1,14,i,i,-0.4,i,i,i,i,i,i,i
COc1ccc(NC(=O)CCSc2nnnn2C)cc1,2,i,i,-0.6,i,i,i,i,i,i,i

(cont.)
canonical_smiles,AI-2 QS modul,PolyA inh,TRPC4 potent,HIF activator,MrgX1 ag,TRPC6 inh,MrgX1 antagonist,TRPC6 activator,TRPC4 block,MrgX1 PAM,TRPC4 agonist
O=c1c2c3c(sc2ncn1-n1cccc1)CCCCC3,26,i,i,0.9,i,i,i,i,i,i,i
CC(Oc1ccc(Cl)cc1)C(=O)NCCN1C(=O)S/C(=C\c2cccnc2)C1=O (configuration not stated),5,i,i,-2.5,i,i,i,i,i,i,i
O=c1cc(-c2ccccc2Cl)oc2c(NS(=O)(=O)c3ccccc3OC(F)(F)F)ccc(O)c12,23,i,i,-0.1,i,i,i,i,i,i,i
COCCNC(=O)Cn1c(=O)n(CCC(=O)NCCc2ccccc2)c(=O)c2ccccc21,33,i,i,-2.0,i,i,i,i,i,i,i
Cc1ccc(-c2n[nH]c(=S)n2Cc2ccccc2)cc1,3,i,i,-0.4,i,-5*,i,i,i,i,i
CC(=O)N1c2ccccc2C(CBr)=CC1(C)C,3,i,i,0.1,i,i,i,i,i,i,i
